Compound activity as filed in PubChem.
uPA surface inh – blocks generation of uPA at the cell surface. 330,000 tested, 0.31% active. Potency, µM (series often up to 38.3 µM), without a hit: at the top dose activity change, negative = inhibition, actives largely listed as inhibitors. cell surface uPA generation assay, qHTS; active means well fitted inhibition curve with a large enough effect; inconclusive means small, poorly fitted or top-dose-only effect; inactive means no such curve, though single readings can be large or run the other way; tested in mouse RAW 264.7 cells; further: potency means the concentration at half of the fitted maximal effect; on the % scale 0 is the no-effect control and ±100 the full control effect; nearly all actives have a fitted effect of over 55% in size
Integrin act MD – activators of alpha7 integrin expression for muscular dystrophy. 350,000 tested, 0.064% active. AID 624291. alpha7betagal myoblasts, beta-gal FDG fluorescence, 48 h. Potency, µM (highest dose often 38.3 µM), for the others: top-dose activation, hits mostly activators;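 further: potency means the concentration at half of the fitted maximal effect; 100% = response of the positive control SU9516; nearly all actives have a fitted effect of over 60% in size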
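Alpha7betagal+/- myoblasts (passage 13) were plated 16-24 hr, then exposed to compounds (1:260 dilution of DMSO stock) for 48 hours at 37C. After MPER lysis, β-galactosidase reporter activity was read as FDG fluorescence (ex 480/em 540) after 30 minutes.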
PTAP TSG101 blk – blocks PTAP/TSG101 interaction to inhibit HIV-1 budding | Potency, µM (highest dose often 115 µM), for inactives: at the highest dose activity change, negative = inhibition, actives largely listed as inhibitors | Q99816 | Fluorescence polarization, FITC-PTAP peptide / Tsg101 binding | 340,000 tested, under 10 active; active means well fitted inhibition curve with a large enough effect in the main read-out, with a control signal flat, not every such curve was filed as active; inconclusive means small, poorly fitted or top-dose-only effect, or effect the other way, or a change in a side signal; inactive means no such curve, though single readings can be large or run the other way; further: potency means the concentration at half of the fitted maximal effect; % of control where 0% means no effect
Target sequence (Q99816 whole entry, looked up): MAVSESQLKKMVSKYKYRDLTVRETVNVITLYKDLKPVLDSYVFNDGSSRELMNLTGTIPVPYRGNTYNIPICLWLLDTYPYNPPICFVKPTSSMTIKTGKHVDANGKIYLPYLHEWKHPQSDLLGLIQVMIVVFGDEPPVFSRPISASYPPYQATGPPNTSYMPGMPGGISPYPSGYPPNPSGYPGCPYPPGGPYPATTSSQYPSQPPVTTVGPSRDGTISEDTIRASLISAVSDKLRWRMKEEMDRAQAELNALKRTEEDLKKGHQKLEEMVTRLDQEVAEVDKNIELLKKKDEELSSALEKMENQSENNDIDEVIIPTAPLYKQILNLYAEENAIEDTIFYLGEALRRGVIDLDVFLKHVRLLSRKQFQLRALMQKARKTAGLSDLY
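Tsg101 binding domain (10 uM final) was mixed with compound and a FITC-labeled PTAP peptide (50 nM final) in HEPES pH 7.5 buffer with NaCl, Tween 20, EDTA and TCEP; fluorescence polarization was read after 20 min at r.t.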
B2AR arrestin – recruits beta-arrestin to the human beta2-adrenergic receptor. beta-arrestin recruitment to beta2AR, cell-based reporter. Potency, µM (titrated, usually from 46.1 µM), without a hit: at the highest dose activation, usual class: activators. 330,000 tested, 0.02% active;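 further: potency means the concentration at half of the fitted maximal effect; 0% = DMSO controls and full agonism = EC100 isoproterenol or metaproterenol; nearly all actives have a fitted effect of over 65% in size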
TRPV1 ag – human TRPV1 agonism. activation, % at 8.33 µM. TRPV1-expressing cells, Fluo-8 calcium influx, agonist mode. Q8NER1. 320,000 tested, 0.19% active; in the data active means activation above about 80%; inconclusive means between about 30% and that limit; further: 0% is about no effect
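Cells expressing TRPV1 were dye-loaded with Fluo-8 and read kinetically: 10 s baseline, 3 min after compound (agonist portion), then 2 min after EC20 capsaicin (allosteric enhancer portion). Calcium-bound dye fluorescence at 480/520 nm.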
S-ASM inh – blocks human secretory acid sphingomyelinase; Potency, µM (doses to about 57.5 µM), for inactives: top-dose activity change, negative = inhibition, usual class: inhibitors; placental ASM, HMU-PC fluorogenic substrate, 60 min; 340,000 tested, 0.006% active; P17405; further: potency means the concentration at half of the fitted maximal effect
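Human placenta-derived ASM preincubated with compound 10 min at room temperature, then reacted with 9 uM (final) fluorogenic HMU-PC substrate for 60 min at 37 C. Stop solution raises pH to 10; fluorescence read at Ex 386/Em 447 nm.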
ELG1 genotoxic – induces genotoxicity in HEK293T cells with luciferase-tagged ELG1; HEK293T ELG1-luciferase reporter, luminescence, 16 h; Potency, µM (titrated, usually from 46 µM), for inactives: at the top dose activity change, positive = activation, hits mostly activators; 330,000 tested, 1.3% active; AID 504466; further: potency means the concentration at half of the fitted maximal effect; % of control where 0% means no effect; nearly all actives have a fitted effect of over 60% in size
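Quantitative HTS format in 1536-well plates. HEK293T ELG1-luciferase reporter cells receive test compound and are incubated 16 hr at 37 °C, 5% CO2; ONE-Glo added, 30 min room temperature, then luminescence read.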
p53 reactivation – re-activators of mutant p53 | H1299 p53-A138V BP100-luciferase reporter, luminescence, 24 h | Potency, µM (top dose mostly 92.2 µM), without a hit: at the top dose activity change, positive = activation, usual class: activators | 320,000 tested, 0.063% active | AID 504706; further: potency means the concentration at half of the fitted maximal effect; % of control where 0% means no effect; nearly all actives have a fitted effect of over 45% in size
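p53-null H1299 cells stably carrying temperature-sensitive p53-A138V and a BP100-luciferase reporter were pinned with compounds (4-point, 1:5 series) and held 24 hrs at 37 deg C. Luminescence was read 10 min after detection reagent.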
Eya2 phos inh – Eya2 (human) phosphatase inhibition | O00167 | recombinant Eya2, OMFP fluorescence dephosphorylation (OMFP is methylfluorescein phosphate) | Potency, µM (top dose mostly 76.9 µM), for the others: at the top dose activity, negative = inhibition, most hits filed as inhibitors | 330,000 tested, 0.006% active | AID 488837; further: potency means the concentration at half of the fitted maximal effect; on the % scale 0 is the no-effect control and ±100 the full control effect
Target sequence (O00167 whole entry, looked up): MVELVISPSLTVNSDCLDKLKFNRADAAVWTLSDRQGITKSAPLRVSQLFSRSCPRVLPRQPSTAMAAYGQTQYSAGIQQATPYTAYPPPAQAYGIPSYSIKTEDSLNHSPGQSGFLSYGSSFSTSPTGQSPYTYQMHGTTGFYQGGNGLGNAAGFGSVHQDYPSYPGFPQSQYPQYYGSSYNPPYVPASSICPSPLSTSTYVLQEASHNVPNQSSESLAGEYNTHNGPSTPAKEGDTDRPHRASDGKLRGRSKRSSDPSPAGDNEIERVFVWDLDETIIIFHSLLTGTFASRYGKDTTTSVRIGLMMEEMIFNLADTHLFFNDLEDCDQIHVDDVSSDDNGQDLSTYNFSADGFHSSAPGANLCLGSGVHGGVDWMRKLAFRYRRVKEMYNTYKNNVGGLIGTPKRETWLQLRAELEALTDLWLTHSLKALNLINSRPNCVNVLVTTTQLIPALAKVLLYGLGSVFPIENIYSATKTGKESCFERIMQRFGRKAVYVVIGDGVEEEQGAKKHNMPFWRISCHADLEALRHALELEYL
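Eya2 protein (added as 0.2 uM solution) was preincubated with compound for 10 min at ambient temperature in 50 mM HEPES pH 7.5, 50 mM NaCl, 5 uM MgCl2, 0.05% BSA, 1 mM DTT. OMFP (added at 50 uM) then reacted 10 min; fluorescence read at 485/525 nm.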
BRCA1 expr up – activators of BRCA1 expression. MCF7-BRCA1-FFLuc reporter, luminescence, 48 h; response scale: scaled: vehicle 0%, 10 µM genistein 100%. Potency, µM (doses to about 46.1 µM), without a hit: top-dose activation, hits mostly activators. 380,000 tested, 1.1% active. AID 624202; further: potency means the concentration at half of the fitted maximal effect; nearly all actives have a fitted effect of over 80% in size; some results filed as inactive show a strong effect at the top dose
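First, MCF7-BRCA1-FFLuc cells (2000/well) attach for 2 h; next, compounds are pin-added and incubated 48 h at 37 °C; finally, luciferase reagent is added and luminescence read after 15 min.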
USP2a inh – inhibitors of human ubiquitin-specific protease USP2a; USP2 core, Ub-CHOP2 coupled fluorogenic reporter, 485/531; Potency, µM (top dose mostly 38.3 µM), for the others: top-dose activity change, negative = inhibition, actives largely listed as inhibitors; 330,000 tested, 0.01% active;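 further: potency means the concentration at half of the fitted maximal effect; plate controls were DMSO wells for no effect and full inhibition by NEM control for full effect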
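Deubiquitinase activity read as fluorescence (485/531 nm) after Ub-CHOP2 cleavage activates the enterokinase reporter on its substrate; USP2 core 10nM, Ub-CHOP2 and substrate 25nM each, 30min compound preincubation then 60min RT; data normalized to NEM, curves fitted.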
Numbers without * were called inactive; u = inconclusive; x = no result given; [ ] = dose if it differs, or a comment. Unless noted, the call rests on the fitted dose curve; in most records, active means well fitted curve in the direction sought with a large enough effect; inconclusive means small, poorly fitted or top-dose-only effect, or another doubt; inactive means no such curve, though single readings can be large; an effect the other way counts as inactive or inconclusive.

SMILES	uPA surface inh	Integrin act MD	PTAP TSG101 blk	B2AR arrestin	TRPV1 ag	S-ASM inh	ELG1 genotoxic	p53 reactivation	Eya2 phos inh	BRCA1 expr up	USP2a inh
CCn1c2ccccc2c2cc(NC(=O)CSc3nnc(-c4cccc(OC)c4)n3N)ccc21	-2%	7%	4%	-0.1%	-1	-14%	-35%[inhibitor]	-2%	-6%	-50%	-11%
Cc1cc(C)n(-c2cc(Cl)cc(Cl)c2)c(=O)c1C#N	1%	-24%	-15%	-0.5%	-1	6%	-3%	7%	-5%	0%	-1%
COc1cccc(OC)c1C(=O)N1CCN(S(=O)(=O)c2ccccc2)CC1	4%	25%	-3%	-0.3%	-3	4%	-1%	u	-35%	-22%	-1%
CCOc1ccc(NC(=O)CC2C(=O)N(C)C(=S)N2Cc2ccco2)cc1 (stereo not drawn)	-1%	8%	-4%	0.1%	2	9%	0%	3%	13%	10%	6%
CC(NC(=O)CNC(=S)N(Cc1ccccc1)Cc1cccnc1)c1ccccc1 (stereo not drawn)	-4%	16%	-1%	0.3%	3	5%	3%	-1%	-7%	1%	4%
CCNC(=O)C1CCN(S(=O)(=O)c2ccc(F)cc2)CC1	2%	7%	-7%	-0.8%	-2	0%	0%	-15%	-6%	14%	1%
CC(=O)C1=C(C)NC2=C(C(=O)CC(C)(C)C2)C1C (stereo not drawn)	3%	6%	0%	0.4%	4	36%[activator]	-11%	-5%	16%	32%	2%
COc1ccc(-c2nonc2NC(=O)c2ccco2)cc1OC	2%	7%	-8%	-0.1%	-1	-4%	-1%	14%	-1%	-8%	4%
Cn1c(CCNC(=O)c2ccccc2)nc2ccccc21	-2%	32%	-2%	0.1%	2	13%	0%	6%	8%	0%	3%
O=C(CN1CCCCC1)N1CCN(c2ccccc2)CC1	5%	16%	0%	0.5%	1	0%	0%	-2%	-7%	-10%	-4%
COc1ccc(C(=O)NCc2cc(C)nc3ccccc23)cc1	7.1µM*	u	1%	-0.2%	2	-3%	-9%	3%	5%	-47%	3%
CCOc1ccccc1NC(=O)NNC(=O)c1ccc2ccccc2c1	5%	-36%[inhibitor]	0%	-0.1%	9	-5%	-2%	-30%	-15%	-31%	-1%
O=C(CCNC(=O)C1CCN(S(=O)(=O)c2ccccc2)CC1)Nc1cccc(C(F)(F)F)c1	-11%	-3%	0%	-1.0%	3	0%	-9%	-4%	4%	3%	3%
CC(C)N(Cc1nccn1C)C(=O)c1ccc2oc(Cc3ccccc3)nc2c1	0%	-8%	-3%	0.7%	-1	-2%	-1%	8%	0%	-1%	-1%
COc1ccc(NC(=S)Nc2ccccc2OC)c(OC)c1	3%	-52%[inhibitor]	-1%	0.3%	2	5%	2%	-6%	-4%	-6%	-13%
CC(=O)Nc1ccc(NC=C(C#N)C#N)cc1	2%	5%	0%	0.5%	-5	0%	0%	-1%	4%	-8%	3%
COc1ccc(Cl)cc1S(=O)(=O)n1nnc2ccccc21	-11%	13%	-9%	-1.1%	-3	2%	1%	-4%	19%	3%	1%
CCN(CC)CCCN(C(=O)c1ccccc1C)c1nc(-c2ccc(OC)cc2)cs1	-2%	-68%[inhibitor]	-6%	-0.5%	-1	2%	-6%	x	-21%	-11%	1%
Cc1ccc(N2C(=O)C(Cl)=C(N3CCCCCC3)C2=O)cc1	-2%	-5%	-3%	0.0%	6	-17%	u	0%	7%	2%	-4%
Cc1c(C)c(C)c(C(=O)c2ccc(NC(=O)c3ccccc3C(=O)O)cc2)c(C)c1C	15%	1%	1%	-0.2%	7	29%	1%	-3%	-5%	-2%	3%
Cc1cccc(-c2nn(-c3ccccc3)cc2C(=O)NCC(c2cccs2)N2CCOCC2)c1 (stereo not drawn)	-1%	17%	2%	0.3%	9	-11%	-7%	2%	1%	-40%	-2%
CC(C)N(Cc1nc(-c2ccccc2)no1)C(=O)CN(C)S(=O)(=O)c1ccc(Br)cc1	x	u	0%	0.2%	3	-7%	-10%	8%	11%	-37%	2%
COc1ccc(/C(=N\O)c2nccc3cc(OC)c(OC)cc23)cc1OC	-2%	0%	-8%	0.0%	-3	-2%	22%	0%	7%	16%	-4%
Clc1ccc(-c2nnc3n2CCCC3)cc1	x	19%	-4%	-1.3%	0	3%	1%	-2%	-14%	4%	-3%
Cc1ccccc1NC(=O)Cc1nc(CSc2nnc(C3CCCCC3)n2N)cs1	-2%	20%[7.66 µM]	2%	-0.2%	0	0%	-3%	6%	2%	1%	1%
CC(O)[C@H]1CNC(=O)C(=O)N1CC(C)(C)C (stereo partly drawn)	10%	8%	-1%	-0.4%	-4	2%	3%	2%	6%	-9%	-4%
Cc1ccccc1OCC(=O)NN1CCN(C)CC1	0%	11%	-3%	0.1%	-3	2%	2%	7%	-5%	8%	2%
FC(F)(F)c1nnc2c3ccccc3c(Cl)nn12	u	-43%[inhibitor]	-4%	5.2%	1	-5%	-17%	16%	-18%	-73%	2%
O=C1CCC(c2ccc3ccccc3c2)O1 (stereo not drawn)	0%	11%	2%	x	x	1%	x	x	x	46%	x
O=C(c1ccc(OCC2CCCO2)cc1)N1CCc2ccccc2C1 (stereo not drawn)	-2%	5%	-1%	0.5%	11	-3%	u	-1%	2%	11µM*	0%
Cc1cc(CN2CCOCC2)c(O)c(C2(C)CCCCC2)c1	6%	-44%	-1%	0.2%	18	-9%	0%	-6%	-20%	-43%	2%
Cc1ccccc1CN(C)c1ccc(S(=O)(=O)N2CCN(C)CC2)cn1	-2%	-38%[inhibitor]	-1%	0.1%	8	2%	0%	3%	9%	-6%	0%
CC(C)CC(=O)Nc1ccc(N2CCN(S(C)(=O)=O)CC2)cc1	-2%	17%	2%	-0.2%	1	-2%	-1%	0%	6%	5%	1%
COc1ccc(-c2csc3ncnc(Sc4nnnn4C)c23)cc1	u	x	-2%	0.0%	x	-6%	-8%	-16%	13%	-64%	2%
CN(C)C(=S)Nc1cccc(C(F)(F)F)c1	8%	10µM*	-3%	-0.1%	5	1%	1%	-4%	u	3%	0%
COc1cccc(C(=O)Nc2ccc(NC(=O)c3ccco3)cn2)c1	-2%	-16%	-2%	3.2%	13	1%	u	u	8%	8%	0%

Six structures already listed, sorted by molecular weight, highest first.
SMILES	uPA surface inh	Integrin act MD	PTAP TSG101 blk	B2AR arrestin	TRPV1 ag	S-ASM inh	ELG1 genotoxic	p53 reactivation	Eya2 phos inh	BRCA1 expr up	USP2a inh
CC(C)N(Cc1nc(-c2ccccc2)no1)C(=O)CN(C)S(=O)(=O)c1ccc(Br)cc1	x	u	0%	0.2%	3	-7%	-10%	8%	11%	-37%	2%
CCN(CC)CCCN(C(=O)c1ccccc1C)c1nc(-c2ccc(OC)cc2)cs1	-2%	-68%[inhibitor]	-6%	-0.5%	-1	2%	-6%	x	-21%	-11%	1%
COc1ccc(-c2nonc2NC(=O)c2ccco2)cc1OC	2%	7%	-8%	-0.1%	-1	-4%	-1%	14%	-1%	-8%	4%
Cn1c(CCNC(=O)c2ccccc2)nc2ccccc21	-2%	32%	-2%	0.1%	2	13%	0%	6%	8%	0%	3%
FC(F)(F)c1nnc2c3ccccc3c(Cl)nn12	u	-43%[inhibitor]	-4%	5.2%	1	-5%	-17%	16%	-18%	-73%	2%
CN(C)C(=S)Nc1cccc(C(F)(F)F)c1	8%	10µM*	-3%	-0.1%	5	1%	1%	-4%	u	3%	0%

The list continues:
SMILES	uPA surface inh	Integrin act MD	PTAP TSG101 blk	B2AR arrestin	TRPV1 ag	S-ASM inh	ELG1 genotoxic	p53 reactivation	Eya2 phos inh	BRCA1 expr up	USP2a inh
O=C1Nc2ccccc2C12OCCS2 (stereo not drawn)	x	x	x	0.3%	-2	x	4%	11%	-2%[15.4 µM]	x	5%
CN(Cc1ccsc1)C(=O)Cn1cc(Br)ccc1=O	-4%	23%	-6%	0.4%	0	-2%	u	u	8%	u	1%
CN(C)c1ncccc1-c1nc2ccccc2s1	2%	-34%	-5%	0.1%	-3	438%[activator]	0%	-3%	-6%	36%	1%
COc1cc2c3c(c1)C(C)=CC(C)(C)N3C(=O)C2=O	-5%	-39%	-8%	0.1%	1	15%	u	3%	2%	-26%	1%
CCOCCc1nnc(N)s1	11%	6%	-5%	-0.2%	0	2%	1%	-1%	-2%	7%	2%
COc1ccccc1CCN1C(=S)NC(C)(C)CC1(C)O (stereo not drawn)	13%	-6%	-1%	0.5%	1	0%	0%	6%	7%	-26%	4%
